TDP1 cell noCPT – qHTS for Inhibitors of human tyrosyl-DNA phosphodiesterase 1 (TDP1): qHTS in cells in absence of CPT | Potency, µM (series often up to 46.2 µM), for inactives: top-dose activity change, negative = growth inhibition, hits mostly inhibitors | hit rate 15% among 420,000 | AID 686978, 2013 | DT40 Tdp1-/- hTDP1 cells, no CPT, ATP luminescence, 48 h; note: nearly all actives have a fitted effect of over 55% in size
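Chicken DT40 Tdp1-/- cells complemented with human TDP1, screened without camptothecin (DMSO vehicle only), 400 cells/well. Compounds pin-transferred, cells incubated at 37 °C for at least 48 hr. Growth read as ATP-dependent luminescence (CellTiter-Glo, 30 min at RT).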
GCN5L2 inh – qHTS Assay for Inhibitors of GCN5L2; GCN5L2 HAT assay, ThioGlo1 CoA-SH fluorescence; Histone acetyltransferase KAT2A (Homo sapiens), Q92830; Potency, µM (top dose mostly 58.9 µM), without a hit: top-dose activity change, negative = inhibition, hits mostly inhibitors; hit rate 0.21% among 390,000; AID 504327, 2011
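Titration-based screen in which CoA formation is detected via maleimide probe ThioGlo1 (50uM) turning fluorescent on thiol reaction; substrates H3(1-25) 75uM and acetyl-CoA 70uM, GCN5L2 20nM, 20 min incubation at room temperature.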
TDP1 block – qHTS Assay for Inhibitors of Tyrosyl-DNA Phosphodiesterase (TDP1) | recombinant TDP1, AlphaScreen DNA substrate cleavage | AID 485290, 2010 | Potency, µM (series often up to 130 µM), for the others: at the highest dose activity change, negative = inhibition, most hits filed as inhibitors | Tyrosyl-DNA phosphodiesterase 1 (Homo sapiens), Q9NUW8 | hit rate 0.28% among 350,000; note: nearly all actives have a fitted effect of over 40% in size
Target sequence (Q9NUW8 whole entry, looked up): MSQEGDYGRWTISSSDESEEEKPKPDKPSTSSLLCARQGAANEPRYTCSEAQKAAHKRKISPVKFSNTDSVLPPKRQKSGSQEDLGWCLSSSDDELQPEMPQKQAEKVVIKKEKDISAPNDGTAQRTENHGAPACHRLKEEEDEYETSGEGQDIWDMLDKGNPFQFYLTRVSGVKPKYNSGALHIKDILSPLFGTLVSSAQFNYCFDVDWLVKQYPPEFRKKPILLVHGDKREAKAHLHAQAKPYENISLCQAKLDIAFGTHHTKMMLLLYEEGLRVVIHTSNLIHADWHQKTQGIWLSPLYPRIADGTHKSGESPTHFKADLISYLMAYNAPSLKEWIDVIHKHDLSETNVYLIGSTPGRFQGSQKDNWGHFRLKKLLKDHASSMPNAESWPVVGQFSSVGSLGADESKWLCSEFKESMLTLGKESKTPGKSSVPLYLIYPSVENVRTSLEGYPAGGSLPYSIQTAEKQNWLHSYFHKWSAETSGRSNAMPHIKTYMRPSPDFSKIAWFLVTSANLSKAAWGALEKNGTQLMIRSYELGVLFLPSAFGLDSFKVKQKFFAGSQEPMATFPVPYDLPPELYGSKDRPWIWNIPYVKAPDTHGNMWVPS
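Tdp1 1 nM final; 15 min RT w/ cpd; substrate 15 nM, 5 min; beads 10 ug/ml, 10 min; AlphaScreen read. Neg ctrl: no enzyme.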
* = called active by the depositor; ? = inconclusive; · = not tested or not shown; & = joins results of further samples; [ ] = remark or other dose. Calls come from the whole dose curve; as a rule, active = well fitted curve in the direction sought with a large enough effect; inconclusive = small, poorly fitted or top-dose-only effect, or another doubt; inactive = no such curve, though single readings can be large; an effect the other way counts as inactive or inconclusive. % is set by controls: 0 for no effect and ±100 for the full control effect; potency is the fitted concentration of half-maximal effect.

[1] COc1ccc(OC)c(/C=C/C(=O)OCC(=O)N2CCCCC2)c1
[2] COc1cccc(N2CCN(C(=O)CN3CCSc4ccc(S(=O)(=O)N(C)C)cc43)CC2)c1
[3] CCOc1ccc(OCC(O)CN2CCN(S(=O)(=O)c3cccc(C(F)(F)F)c3)CC2)cc1 (centres undefined)
[4] OC(COCc1ccccc1)CN1CCc2ccccc2C1 (centres undefined)
[5] Cn1c2ccccc2c2cnn(CC(=O)NCCCN3CCN(c4ccccc4F)CC3)c(=O)c21
[6] CSc1ncccc1C(=O)NCC(c1ccco1)N1CCCCC1 (centres undefined)
[7] Cn1ccc(=NC=C(C#N)C#N)c2ccccc21
[8] FC(F)Oc1ccc(N=C2SCC3CCCCN23)cc1 (centres undefined)
[9] CCC(C)(C)n1nnnc1C(c1ccc(C)cc1)N1CCN(C(=O)c2ccco2)CC1 (centres undefined)
[10] COC(=O)[C@@H]1[C@@H]2C[C@H]3c4[nH]c5cc(OC)ccc5c4CCN3C[C@@H]2C[C@H](OC(=O)c2cc(OC)c(OC)c(OC)c2)[C@H]1OC

Screen / compound no.	1	2	3	4	5	6	7	8	9	10
TDP1 cell noCPT	-14%	·	?	?	15µM*	-2%	?	23µM*	-19%	·
GCN5L2 inh	-11%	-6%	22%	0%	-5%&-5%	0%	-4%	0%	-2%	-3%[21.4 µM]
TDP1 block	1%	3%	·	0%	4%&3%	-4%	4%	-7%	7%	18%[21 µM]

For convenience, some entries already given:
[1] COc1ccc(OC)c(/C=C/C(=O)OCC(=O)N2CCCCC2)c1
[2] COc1cccc(N2CCN(C(=O)CN3CCSc4ccc(S(=O)(=O)N(C)C)cc43)CC2)c1

Screen / compound no.	1	2
TDP1 cell noCPT	-14%	·
GCN5L2 inh	-11%	-6%
TDP1 block	1%	3%

Continuation.
[11] CCOc1ccc(NC(=O)CCSc2ccc(C)cc2)cc1
[12] CC(=O)SCC(=O)N=c1sc2cc(F)ccc2n1C
[13] CCN1CCN(c2ccc(NC(=O)COc3ccc([N+](=O)[O-])cc3)cc2)CC1
[14] CC1Cc2ccccc2N1C(=O)CSc1nnc(-c2ccccc2Cl)o1 (centres undefined)
[15] O=S(=O)(c1cccc(Cl)c1)N1CCCC1
[16] O=C(c1ccc2c(=O)n(Cc3ccc(Cl)cc3)c(=S)[nH]c2c1)N1CCCC1
[17] CCOc1ccccc1OCCCOc1ccc(C)cc1Cl
[18] CCCCN1C(=O)NC(c2ccc(OC)cc2)C(C(=O)OCc2ccccc2)=C1C (centres undefined)
[19] Cc1ccc(/C=N/NC(=O)c2ccncc2)o1
[20] Cc1cc(=O)n(Cc2ccccc2)c2ccccc12

Screen / compound no.	11	12	13	14	15	16	17	18	19	20
TDP1 cell noCPT	16µM*	21µM*	?	?	-12%	?	-13%	-22%	-9%	?
GCN5L2 inh	2%	·	-5%	-16%	-6%	-5%	-26%	-3%	-9%	20%
TDP1 block	1%	4%	3%	-7%	5%	1%	-14%	·	-1%	·

[21] CCOC(=O)C(C(=O)Nc1ccc(C)cc1)C1CCCCC1 (centres undefined)
[22] CCOC(=O)N1CCN(Cc2cc(=O)oc3ccc4ccccc4c23)CC1
[23] O=C(COc1ccc(F)cc1)Nc1cc(Cl)ccc1-n1cncn1
[24] COc1cc(NC(=O)Cn2c(=O)n(C(C)C)c(=O)c3oc4ccccc4c32)cc(OC)c1
[25] CC(C)CN(C(=O)c1ccc(C(F)(F)F)cc1)c1c(N)n(CC(C)C)c(=O)[nH]c1=O
[26] COC(CNC(=O)c1ccc2nc(-c3cccs3)c(-c3cccs3)nc2c1)OC
[27] O=C(c1ccco1)N(Cc1ccc([N+](=O)[O-])cc1)c1ccc(Cl)cc1
[28] COc1cccc(Nc2nc(Nc3ccc(Cl)c(C(=O)O)c3)nc(C)c2[N+](=O)[O-])c1
[29] COc1ccc(NC(=O)c2cn(-c3ccccc3)nc2-c2cc3ccccc3o2)cc1
[30] O=c1[nH]c2ccccc2n1CCCN1CCCCC1

Screen / compound no.	21	22	23	24	25	26	27	28	29	30
TDP1 cell noCPT	?	?	?	?	-3%	13µM*	?	-17%	21µM*	-28%
GCN5L2 inh	-6%[0.501 µM]	-7%	-1%	-4%	-4%	-5%	-21%	-24%	26%	-13%
TDP1 block	1%	-4%	-2%	3%	9%	1%	7%	·	2%	0%

Random excerpt: 6 entries already listed
[27] O=C(c1ccco1)N(Cc1ccc([N+](=O)[O-])cc1)c1ccc(Cl)cc1
[29] COc1ccc(NC(=O)c2cn(-c3ccccc3)nc2-c2cc3ccccc3o2)cc1
[25] CC(C)CN(C(=O)c1ccc(C(F)(F)F)cc1)c1c(N)n(CC(C)C)c(=O)[nH]c1=O
[30] O=c1[nH]c2ccccc2n1CCCN1CCCCC1
[26] COC(CNC(=O)c1ccc2nc(-c3cccs3)c(-c3cccs3)nc2c1)OC
[21] CCOC(=O)C(C(=O)Nc1ccc(C)cc1)C1CCCCC1 (centres undefined)

Screen / compound no.	27	29	25	30	26	21
TDP1 cell noCPT	?	21µM*	-3%	-28%	13µM*	?
GCN5L2 inh	-21%	26%	-4%	-13%	-5%	-6%[0.501 µM]
TDP1 block	7%	2%	9%	0%	1%	1%

Some of these compounds in order of count of non-hydrogen atoms, rising.
[30] O=c1[nH]c2ccccc2n1CCCN1CCCCC1
[23] O=C(COc1ccc(F)cc1)Nc1cc(Cl)ccc1-n1cncn1
[27] O=C(c1ccco1)N(Cc1ccc([N+](=O)[O-])cc1)c1ccc(Cl)cc1

Screen / compound no.	30	23	27
TDP1 cell noCPT	-28%	?	?
GCN5L2 inh	-13%	-1%	-21%
TDP1 block	0%	-2%	7%

(continued)
[31] Cc1cccc(OCCC(=O)OCC(=O)Nc2c(C)nn(-c3ccccc3)c2C)c1
[32] COc1cccc(C2(c3cccc(OC)c3)CC2C(=O)Nc2ccc(F)cc2)c1 (centres undefined)
[33] CN1CCN(C(=O)c2ccc3c(=O)n4c(nc3c2)CCCCC4)CC1
[34] CCCSc1nc2c([nH]c3ccccc32)c(=O)n1C
[35] Cc1ccccc1N(Cc1nnc2n1CCCCC2)C(=O)Nc1ccccc1
[36] Cc1nn(CC(=O)O)c(C)c1NC(=O)c1cccs1
[37] CC(C)COc1ccc(S(=O)(=O)n2cc(F)c(=O)[nH]c2=O)cc1
[38] Cc1noc(C(=O)NCc2cccnc2)c1Cl
[39] COc1ccc2oc(=O)c(C(=O)N3CCc4ccccc43)cc2c1
[40] COc1ccc(OC)c(NC(=O)C2CCCN(S(=O)(=O)c3cccc4nsnc34)C2)c1 (centres undefined)

Screen / compound no.	31	32	33	34	35	36	37	38	39	40
TDP1 cell noCPT	-13%	-25%	5%	?	-12%	7%	-10%	-11%	-1%	16µM*
GCN5L2 inh	-3%	-2%	29%	1%	-4%	-14%	-18%	2%	-25%	-4%
TDP1 block	·	3%	2%	7%	-1%	0%	6%	5%	10%	6%

A portion of the library (hit frequency here may not be typical).
